Artemis inh: Artemis endonuclease inhibitors, primary screen, biochemical, fluorescence intensity, FAM/BHQ-1 hairpin substrate. Protein artemis (Homo sapiens), Q96SD1. recombinant Artemis, quenched FAM hairpin cleavage fluorescence. inhibition, % at 10 µM. 30,000 tested, 0.78% active. AID 686954, 2013;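 active = at 10 µM dose, at least 30% inhibition, measured as corrected fluorescence normalized to stimulator and neutral control wells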
Target sequence (Q96SD1 whole entry, looked up): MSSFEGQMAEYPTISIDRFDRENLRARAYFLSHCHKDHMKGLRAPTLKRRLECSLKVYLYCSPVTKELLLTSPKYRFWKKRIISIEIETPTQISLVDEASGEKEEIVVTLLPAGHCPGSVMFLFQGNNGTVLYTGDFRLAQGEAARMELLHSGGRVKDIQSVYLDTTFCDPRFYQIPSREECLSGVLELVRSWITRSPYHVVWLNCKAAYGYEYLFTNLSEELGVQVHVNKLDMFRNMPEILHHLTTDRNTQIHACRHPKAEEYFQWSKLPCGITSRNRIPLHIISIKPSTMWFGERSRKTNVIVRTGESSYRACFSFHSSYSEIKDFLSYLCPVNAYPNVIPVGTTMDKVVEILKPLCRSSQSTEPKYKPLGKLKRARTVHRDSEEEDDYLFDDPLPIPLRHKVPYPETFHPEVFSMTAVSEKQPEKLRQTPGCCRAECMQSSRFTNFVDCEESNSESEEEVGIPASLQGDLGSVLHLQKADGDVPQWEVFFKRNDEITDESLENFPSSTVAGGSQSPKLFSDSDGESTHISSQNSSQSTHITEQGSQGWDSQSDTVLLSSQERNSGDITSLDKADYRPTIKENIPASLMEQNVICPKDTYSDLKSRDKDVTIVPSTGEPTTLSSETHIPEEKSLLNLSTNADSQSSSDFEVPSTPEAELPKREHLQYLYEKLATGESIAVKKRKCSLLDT
An asterisk follows results filed as active. Some of the compounds tested; rates above refer to the full screens.

CCOC(=O)c1c(C)[nH]c(C(=O)COC(=O)c2ccncc2)c1C
  Artemis inh = 15
O=C(Nc1nncs1)Oc1ccccc1
  Artemis inh = -2
CC(C)C(c1nnnn1Cc1ccco1)N1CCN(C2CCCC2)CC1 (stereo unspecified)
  Artemis inh = 0
CN=c1scc(C)n1/N=C/c1ccc(O)cc1
  Artemis inh = -6
CCOC(=O)c1ccccc1NC(=O)CSc1cccc[n+]1[O-]
  Artemis inh = 3
CCN1C(=O)/C(=C2/Sc3ccccc3N2CCCS(=O)(=O)O)SC1=S
  Artemis inh = 5
CCCS(=O)(=O)N1CCCC(C(=O)NCC2CCCO2)C1 (stereo unspecified)
  Artemis inh = -3
CCC(C)(C)C1CCC2(CC1)NC(=O)N(CC(=O)Nc1nc(-c3ccc(C)cc3)cs1)C2=O (stereo unspecified)
  Artemis inh = -3
COc1cc(NC(=O)c2cccs2)cc(OC)c1
  Artemis inh = 0
CCN(Cc1ccccc1)C(c1cc2cc(C)ccc2[nH]c1=O)c1nnnn1CCOC (stereo unspecified)
  Artemis inh = -3
CCOC(=O)CNc1nnc(SCC(=O)OCC)[nH]c1=O
  Artemis inh = -8
COc1ccc(C2Nc3ccccc3C(=O)N2O)cc1OC (stereo unspecified)
  Artemis inh = -3
CC(C)OC(=O)[C@H]1[C@H](c2ccc(Cl)cc2)[C@@](C#N)(C(N)=O)[C@@H]2C=CC(C(N)=O)=CN21
  Artemis inh = 6
CCOC(=O)C1=C(c2ccccc2)N=C2SCC(=O)N2C1c1ccc(OCC)c(OCC)c1 (stereo unspecified)
  Artemis inh = -11
CC1=C(C(=O)N2CCOCC2)C(c2cc(C)cs2)NC(=O)N1 (stereo unspecified)
  Artemis inh = -10

COc1ccccc1C1CC(c2c(-c3ccccc3)c3cc(Cl)ccc3[nH]c2=O)=NN1S(C)(=O)=O (stereo unspecified)
  Artemis inh = 10
CCCS(=O)(=O)N1CCC(C(=O)N2CCc3ccccc3C2)CC1
  Artemis inh = -1
N/C(COc1cccc(C(F)(F)F)c1)=N\NC(=O)c1cccnc1Oc1ccccc1
  Artemis inh = -2
COc1cc(NC(=O)c2ccc3c(c2)OCO3)ccc1NC(=O)c1ccco1
  Artemis inh = 2
COc1ccc2sc3ccccc3c(=O)c2c1
  Artemis inh = -4
COC(=O)/C(=C\Nc1ccccc1N)c1ncc(C(F)(F)F)cc1Cl
  Artemis inh = -1
Cc1cc2c(c(SCC(=O)N(C)c3ccccc3)n1)C(=O)OC2
  Artemis inh = 4
COc1ccc(C/C(N)=N/OC(=O)Cc2ccccc2)cc1OC
  Artemis inh = -6
Cc1ccc(S(=O)(=O)Cc2cccc(C(=O)N3CCOCC3)c2)cc1
  Artemis inh = -9
Cc1cccnc1NC1OC(=O)c2ccccc21 (stereo unspecified)
  Artemis inh = 3
CCOC(=O)C(C)Sc1nc2c(cnn2-c2ccc(C)cc2)c(=O)[nH]1 (stereo unspecified)
  Artemis inh = 18
O=c1ccn(-c2cccc(C(F)(F)F)c2)nc1-c1ccn(-c2ccccc2)n1
  Artemis inh = -2
CCC(=O)N1CCc2cc(S(=O)(=O)CCC(=O)NCCc3ccc(OC)c(OC)c3)ccc21
  Artemis inh = -2
COc1ccc(CCn2c(N)c(C#N)c3nc4ccccc4nc32)cc1OC
  Artemis inh = 10
OC(COc1ccc(OCC(O)CN2CCCCCC2)cc1)CN1CCCCCC1 (stereo unspecified)
  Artemis inh = 8

O=C(N/C=N/OCc1ccc(Cl)cc1Cl)NOCc1ncc(C(F)(F)F)cc1Cl
  Artemis inh = 18
C=CCSc1nc(Oc2ccccc2)c2sccc2n1
  Artemis inh = 0
C=CCNC(=O)c1ccccc1NS(=O)(=O)c1ccccc1
  Artemis inh = 7
FCCCOc1ccc(/C=N/OCc2ccc(Cl)cc2)cc1
  Artemis inh = 0
CCOC(=O)c1c(-c2ccc(F)cc2)cn2ccccc12
  Artemis inh = -3
CCOc1ccc(-n2c(-c3ccco3)n[nH]c2=S)cc1
  Artemis inh = -3
COCCNCC(=O)NCC12CC3CC(CC(C3)C1)C2
  Artemis inh = -5
CCN(CC)c1ccc(C2C(C(C)=O)C(=O)CC(C)(O)C2C(C)=O)cc1 (stereo unspecified)
  Artemis inh = -1
CCN(CC)C(=O)CSc1nnc(-c2ccccc2)n1-c1ccccc1
  Artemis inh = 2
O=C(NC(=S)NC1CCSC1=O)c1ccccc1Cl (stereo unspecified)
  Artemis inh = -6
C(=N\N1CCN(C2c3ccccc3-c3ccccc32)CC1)/c1cccnc1
  Artemis inh = 8
CN1C(=O)/C(=C/c2ccccc2OCc2ccccc2F)NC1=S
  Artemis inh = -3
CCCCn1c(SCC(=O)NCc2ccco2)nc2c1c(=O)n(C)c(=O)n2C
  Artemis inh = -8
COc1cc(C(=O)NCc2nnc(SCC(=O)N3CCCCC3)o2)cc(OC)c1OC
  Artemis inh = 7
CCOC(=O)C1=C(N2CCCCC2)c2cc3c(n2C1=O)CCCC3
  Artemis inh = 12

COc1cccc(OC)c1C(=O)N1CCN(S(=O)(=O)c2ccc(C)cc2)CC1
  Artemis inh = 0
O=C(Nc1cccs1)NC1CCCC1
  Artemis inh = -1
CCCC1(c2ccccc2)NC(=O)N(CCN2C(=O)c3ccccc3C2=O)C1=O (stereo unspecified)
  Artemis inh = -1
Cn1c(SCC(=O)N2CCCc3ccccc32)nnc1-c1ccco1
  Artemis inh = -6
NS(=O)(=O)c1ccc(CCNC(=O)CNC(=O)C2CCCCC2)cc1
  Artemis inh = 4
COCCCn1c(SCc2nnc(-c3ccc(OC)c(OC)c3)o2)nnc1-c1ccncc1
  Artemis inh = -7
Cc1ccc(-c2nc(C#N)c(NCCc3ccccn3)o2)cc1
  Artemis inh = -5
COC(=O)c1sccc1NC(=O)CSc1cccc(Cl)c1Cl
  Artemis inh = 4
CS(=O)(=O)N(CC(=O)Nc1ccccc1Sc1ccccc1)c1cccc(Br)c1
  Artemis inh = 3
Cc1ccc(CSCCNC(=O)CCSc2ccccc2)cc1
  Artemis inh = -1
Cc1cccc2c1NC(C)CC2C (stereo unspecified)
  Artemis inh = -12
CCCn1c(SCC(=O)c2ccc(OC)c(OC)c2)nc2c1c(=O)n(C)c(=O)n2C
  Artemis inh = -2
Cc1ccc(-c2nc(C3CCN(S(=O)(=O)c4ccc(C(F)(F)F)cc4)CC3)no2)cc1
  Artemis inh = 14
CCN1C(=O)S/C(=C/c2ccsc2)C1=O
  Artemis inh = 2
Cc1ccc(NS(=O)(=O)c2ccc(C)c(C(=O)N3CCN(C)CC3)c2)cc1
  Artemis inh = -7

Shown as comma-separated lines: part of the list above.
compound,Artemis inh
COCCCn1c(SCc2nnc(-c3ccc(OC)c(OC)c3)o2)nnc1-c1ccncc1,-7
Cc1ccc(-c2nc(C#N)c(NCCc3ccccn3)o2)cc1,-5
COC(=O)c1sccc1NC(=O)CSc1cccc(Cl)c1Cl,4

New compounds follow
O=C(NCc1ccco1)C12CC3CC(CC(C3)C1)C2
  Artemis inh = 4
CCOC(=O)CC(NS(=O)(=O)c1ccc(NC(C)=O)cc1)c1ccc(OCC)cc1 (stereo unspecified)
  Artemis inh = -3
O=C(NCC(=O)N(c1cccnc1)C(C(=O)NC1CCCCC1)c1cccnc1)c1ccco1 (stereo unspecified)
  Artemis inh = 3
CCOc1ccc(C(=O)c2nc3c(n2O)CCCCC3)cc1
  Artemis inh = 2
COc1cccc(-c2cc(C(=O)N3CCN(c4ncccn4)CC3)c3ccccc3n2)c1
  Artemis inh = -4
CO/N=C(/CS(=O)c1ccc(Br)cc1)c1ccc(OC)cc1 (stereo unspecified)
  Artemis inh = -4
COC(=O)COc1ccc(-c2nn(C)c(=O)c3ccccc23)cc1
  Artemis inh = -4
CCCc1cc(=O)n2[nH]c(Cc3ccccc3)nc2n1
  Artemis inh = 11
O=C(CSc1nccn1-c1ncc(C(F)(F)F)cc1Cl)c1ccc(Cl)cc1
  Artemis inh = 9
Cc1cc2cc3c(cc2nc1SCC(=O)N1c2ccccc2CC1C)OCO3 (stereo unspecified)
  Artemis inh = 4
Cc1ccc(-n2c(=O)c3c4c(sc3n3c(C)nnc23)COC(C(C)C)C4)cc1 (stereo unspecified)
  Artemis inh = 5
O=C(NCc1ccccc1)c1ccc(CN2CCOCC2)cc1
  Artemis inh = 2
COc1ccc(-c2nc(N)n[nH]2)cc1
  Artemis inh = 2
N#CCCN(C(=O)c1ccco1)c1ccccc1
  Artemis inh = -9
O=C(N/N=C/c1ccc2ccccc2c1)c1ccc(COc2ccc3c(c2)CCC3)o1
  Artemis inh = -1

Cc1c(-c2nnc(-c3ccc(C(F)(F)F)cc3)o2)cnn1-c1ccccc1
  Artemis inh = -8
CCCCCCCCOC(=O)CCn1[nH]c(=O)c2ccccc2c1=O
  Artemis inh = -1
Cc1ccc2c(c1)-c1c(cnn1CC(=O)O)CO2
  Artemis inh = 1
COc1cc(OC)cc(-c2nnc(SCC(=O)N3CCCC3)o2)c1
  Artemis inh = -4
CN(C(=O)COC(=O)c1ccc(Cl)cc1N)C1CCS(=O)(=O)C1 (stereo unspecified)
  Artemis inh = 5
CCCn1c(=N)c(C(=O)NCC2CCCO2)cc2c(=O)n3cccc(C)c3nc21 (stereo unspecified)
  Artemis inh = 6
Cc1cccc(-n2ncc3c(NCc4ccccn4)ncnc32)c1
  Artemis inh = 5
O=C(O)c1cccc(CN2C(=O)SC(Nc3ccccc3)C2=O)c1 (stereo unspecified)
  Artemis inh = 7
COc1ccc(-c2nc(-c3cccs3)c(-c3cccs3)[nH]2)cc1O
  Artemis inh = 10
CCOC(=O)c1cc(-c2ccc(/C=N\n3cnnc3)o2)ccc1Cl
  Artemis inh = 13
CCOc1ccc(C(=O)N2CCCCCC2)cc1
  Artemis inh = 7
CCOC(=O)CC(=O)Nc1ccc(C)cc1
  Artemis inh = -3
COC(=O)c1cccc(-n2nnnc2SCC(=O)Nc2nc3c(s2)CCCC3)c1
  Artemis inh = 11
Cc1cc(C)n(C(=O)c2cc3ccccc3c(=O)o2)n1
  Artemis inh = -10
CC(C)(C)c1cc(Br)ccc1OCC(=O)Nc1ncn[nH]1
  Artemis inh = 14

COc1ccc(Nc2ncc3c(n2)CC(c2ccc(OC)cc2)CC3=O)cc1 (stereo unspecified)
  Artemis inh = 26
O=C(Nc1nc(N2C(=O)c3ccccc3C2=O)n(-c2ccccc2)n1)c1ccc(F)cc1
  Artemis inh = -1
Cc1ccc(C(=O)NC(C)CCc2ccccc2)cc1[N+](=O)[O-] (stereo unspecified)
  Artemis inh = -3
O=C(CN1CCOCC1)Nc1nc2ccc(F)cc2s1
  Artemis inh = -2
O=c1c2c(-c3ccc([N+](=O)[O-])cc3)csc2nc2n1CCC2
  Artemis inh = -4
COc1ccc(C)cc1S(=O)(=O)Nc1ccc(F)cc1
  Artemis inh = 3
O=C(c1ccc([N+](=O)[O-])cc1)N1CCOC12CCN(c1ncc(C(F)(F)F)cc1Cl)CC2
  Artemis inh = -3
COc1ccc(S(=O)(=O)N2CCN(CC(=O)Nc3cc(C(F)(F)F)ccc3Cl)CC2)cc1
  Artemis inh = -1
CCOC(=O)c1nnn(-c2nonc2N)c1COc1cc(C)c(Cl)c(C)c1
  Artemis inh = 2
CCc1ccccc1NC(=O)CSc1nc2n[nH]c(C)c2c(=N)n1-c1ccc(OC)cc1
  Artemis inh = 6
c1ccc(Cn2c(SCc3nc4ccccc4s3)nnc2-c2ccco2)cc1
  Artemis inh = 24
C=CCc1c(C)nc(C)nc1N/N=C/c1ccc(F)cc1
  Artemis inh = -2
O=c1c2c(-c3cccs3)csc2[nH]c(=S)n1-c1ccccc1
  Artemis inh = 9
N#Cc1c2c(c(NCc3ccco3)n3c1nc1ccccc13)CCC2
  Artemis inh = 4
Cc1ccc2occ(C(c3nnnn3Cc3ccccc3)N3CCOCC3)c(=O)c2c1 (stereo unspecified)
  Artemis inh = 2

Shown in CSV form: five of the compounds above.
SMILES,Artemis inh
O=c1c2c(-c3ccc([N+](=O)[O-])cc3)csc2nc2n1CCC2,-4
O=C(CN1CCOCC1)Nc1nc2ccc(F)cc2s1,-2
O=C(c1ccc([N+](=O)[O-])cc1)N1CCOC12CCN(c1ncc(C(F)(F)F)cc1Cl)CC2,-3
Cc1ccc(C(=O)NC(C)CCc2ccccc2)cc1[N+](=O)[O-] (stereo unspecified),-3
Cc1ccc2occ(C(c3nnnn3Cc3ccccc3)N3CCOCC3)c(=O)c2c1 (stereo unspecified),2

The list goes on.
COc1ccc(N=CC2=C(O)c3ccccc3C2=O)c(OC)c1
  Artemis inh = 0
CN1/C(=C/C=C(/C#N)C(N)=O)C(C)(C)c2ccccc21
  Artemis inh = 2
O=C(O)c1cccc(Cn2cc(Cl)cn2)c1
  Artemis inh = 0
CCOc1ccccc1NC(=O)Cn1nnc(C(=O)Nc2ccccc2Cl)c1N
  Artemis inh = 6
Cc1cccc(C)c1NC(=O)C(c1ccc(Cl)cc1Cl)N1CCCCC1 (stereo unspecified)
  Artemis inh = 10
Cc1c(NC2=NC(C)(C)Cc3ccccc32)c(=O)n(-c2ccccc2)n1C
  Artemis inh = -7
COc1ccccc1OCCNC(=O)c1cccs1
  Artemis inh = -6
O=C(c1ccco1)N1CCN(C(=O)C2CCN(S(=O)(=O)c3cccc4nsnc34)CC2)CC1
  Artemis inh = -8
COC(=O)c1sccc1NC(=O)c1c(C)cc(=O)oc1C
  Artemis inh = 4
CCOc1cc(CO)cc(Br)c1OCC(=O)O
  Artemis inh = 9
Cn1c(=O)[nH]c(=O)c2c1nc(N1CCCCC1)n2CCOc1ccccc1
  Artemis inh = 9
COC(=O)c1cc(OC)c(OC)cc1NC(=O)CSc1nnnn1Cc1ccccc1
  Artemis inh = 2
Cc1cc(=O)n2nc(N3CCCC(C(=O)NCCCN4CCc5ccccc5C4)C3)sc2n1 (stereo unspecified)
  Artemis inh = 5
CCc1cc(=O)oc2cc(C)cc(OCc3nn[nH]n3)c12
  Artemis inh = -11
O=C(c1ccc(CNS(=O)(=O)c2ccccc2)cc1)N1CCN(c2ccccn2)CC1
  Artemis inh = 12

Cc1cc(N2C(=O)C(O)=C(C(=O)c3ccco3)C2c2ccc(O)cc2)no1 (stereo unspecified)
  Artemis inh = -2
O=C(Nc1ccc2nc(-c3ccccc3)oc2c1)c1ccco1
  Artemis inh = 3
Cc1ccc2cc(CN(C)C(=O)C3CCCO3)c(=O)[nH]c2c1 (stereo unspecified)
  Artemis inh = -3
Cc1ccc(Cl)cc1N1CCN(C(=O)c2ccc(NS(=O)(=O)c3c(C)noc3C)cc2)CC1
  Artemis inh = 26
CCn1c(-c2csc(-c3ccccc3)n2)n[nH]c1=S
  Artemis inh = 1

Screens as filed in PubChem.
